Casp1 inh: allosteric or competitive inhibitors of human caspase-1; P29466; Caspase-1 enzyme, Ac-WEHD-AFC fluorogenic rate; Potency, µM (highest dose often 57.5 µM), for inactives: at the top dose activity change, negative = inhibition, usual class: inhibitors; 75,000 tested, 0.03% active;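 further: potency means the concentration at half of the fitted maximal effect; plate controls were vehicle for no effect and no substrate for full effect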
Target sequence (P29466 120-297 limits assumed): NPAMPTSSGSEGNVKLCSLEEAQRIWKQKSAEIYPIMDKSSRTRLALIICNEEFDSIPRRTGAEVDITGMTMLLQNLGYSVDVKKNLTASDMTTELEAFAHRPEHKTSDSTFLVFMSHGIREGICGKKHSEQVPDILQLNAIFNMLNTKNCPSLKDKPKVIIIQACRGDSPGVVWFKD
Target sequence (P29466 317-404 limits assumed): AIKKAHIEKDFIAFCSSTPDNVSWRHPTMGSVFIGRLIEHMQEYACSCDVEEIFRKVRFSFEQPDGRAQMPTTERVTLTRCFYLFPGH
Rhodamine fluor: compound autofluorescence in rhodamine spectral region; Rhodamine-region fluorescence, 547/598 nm, Tris buffer; active compounds read high; max dye-equivalent concentration, M; 59,000 tested, 0.05% active; AID 594; in the data active means max dye-equivalent concentration above about 11 nM; inconclusive means between about 1.1 nM and that limit
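qHTS spectral profiling of compounds without any target or enzyme present, in pH 8.0 Tris buffer; plates were read after a 15-minute room-temperature incubation using the rhodamine-region filter set.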
Pol III holo inh: DNA polymerase III holoenzyme inhibition | reconstituted DNA polymerase III holoenzyme replication, biochemical | Potency, µM (top dose mostly 57.1 µM), for the others: top-dose activity change, negative = inhibition | 71,000 tested, 0.25% active; further: potency means the concentration at half of the fitted maximal effect; on the % scale 0 is the no-effect control and ±100 the full control effect
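Reconstituted *E. coli* holoenzyme (0.35 nM Pol III, 1 nM beta, 154 nM SSB, 2 nM primase) was preincubated with compound for 15 min at RT. Synthesis on 1.4 nM ssM13Gori ran 35 min, then was stopped with PicoGreen/EDTA and read as dsDNA fluorescence.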
HADH2 inh: HADH2 (human) dehydrogenase inhibition; 73,000 tested, 3.4% active; Potency, µM (titrated, usually from 57.1 µM), for the others: at the top dose activity change, negative = inhibition, most hits filed as inhibitors; recombinant HADH2, NADH fluorescence, beta-hydroxybutyryl-CoA; AID 886; Q99714; further: potency means the concentration at half of the fitted maximal effect; on the % scale 0 is the no-effect control and ±100 the full control effect; nearly all actives have a fitted effect of over 60% in size; many of its hits are not listed in these tables
Target sequence (Q99714 whole entry, looked up, one chain of several): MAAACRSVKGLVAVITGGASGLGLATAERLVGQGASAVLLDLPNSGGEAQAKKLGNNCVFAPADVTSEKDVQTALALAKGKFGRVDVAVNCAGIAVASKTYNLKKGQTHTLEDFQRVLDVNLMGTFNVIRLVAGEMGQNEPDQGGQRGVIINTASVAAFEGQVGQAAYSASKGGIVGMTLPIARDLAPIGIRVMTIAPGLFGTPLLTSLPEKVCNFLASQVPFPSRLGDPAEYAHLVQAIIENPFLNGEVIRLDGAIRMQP
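Activity measured as NADH fluorescence gain (360/450 nm), taken as the change between first and last reads of a 4-min kinetic run. Conditions: pH 9.0 Tris buffer, 20 nM E. coli-expressed His-tagged enzyme, 1 mM NAD+, 90 uM beta-hydroxybutyryl-CoA; 15-min compound preincubation.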
Tau fil binding: binders of human tau filaments | Potency, µM (series often up to 57.1 µM), for the others: at the highest dose activity change, negative = inhibition | recombinant tau filaments, thioflavin S fluorescence, 15 h; filaments grown with octadecylsulfate alongside compound | 71,000 tested, 2% active | AID 596;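 further: potency means the concentration at half of the fitted maximal effect; on the % scale 0 is the no-effect control and ±100 the full control effect; actives lower thioflavin S fluorescence by blocking filaments or displacing dye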
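Quantitative HTS: thioflavine S signal from ODS-induced tau filaments, excited at 450 nm, emission 510 nm. Conditions: 1 uM tau, 30 uM ODS, 15 h at 37 C, pH 7.4.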
BRCT PPI green: inhibitors of human BRCA1 BRCT-phosphoprotein interaction (green fluorophore). AID 875. 75,000 tested, 0.05% active. BRCA1 BRCT-phosphopeptide binding, green fluorescence polarization. Potency, µM (top dose mostly 76.9 µM), for the others: top-dose activity change, negative = inhibition, most hits filed as inhibitors. P38398;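 further: potency means the concentration at half of the fitted maximal effect; plate controls were peptide without protein for full effect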
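Fluorescence polarization: His-tagged BRCT (~35 kDa BRCA1 C-terminus, 250 nM) bound to 100 nM fluorescein-labeled phosphorylated 10-aa BACH1 peptide, pH 7.3 phosphate buffer with DTT and Tween 20. Compounds incubated 12 min at room temperature; inhibition read as lowered polarization.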
HEK293 cAMP cs: raises cAMP in parental HEK293 cells, TSHR agonist counter-screen; parental HEK293 CNG cAMP sensor, membrane potential fluorescence; Potency, µM (highest dose often 57.1 µM), inactives show at the highest dose activation, hits mostly activators; AID 938; 73,000 tested, 2.5% active; further: potency means the concentration at half of the fitted maximal effect; % of control where 0% means no effect; nearly all actives have a fitted effect of over 55% in size
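Parental HEK 293 cells stably expressing a modified CNG channel (no TSHR) report cAMP rise as membrane depolarization. Membrane potential dye with 100 uM RO 20-1724 was loaded for 60 min at room temperature, then compound added for 30 min; fluorescence read at 590 nm.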
BRCT inh red: disrupts BRCA1 BRCT binding to phosphoprotein, red fluorophore readout; P38398; BRCT-phosphopeptide binding, red fluorescence polarization; Potency, µM (doses to about 76.9 µM), without a hit: at the top dose activity change, negative = inhibition, actives largely listed as inhibitors; 75,000 tested, 0.03% active; further: on the % scale 0 is the no-effect control and ±100 the full control effect
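Fluorescence polarization: 100 nM His-tagged BRCA1 BRCT with 100 nM TAMRA-labelled phospho-BACH1 decapeptide, phosphate buffer pH 7.3 with 150 mM NaCl, DTT, 0.01% Tween 20; 12 min RT. Binding inhibition seen as FP decrease.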
USP2a inh: inhibitors of human ubiquitin-specific protease USP2a; USP2a enzymatic assay, qHTS inhibition; Potency, µM (series often up to 38.3 µM), for inactives: at the highest dose activity change, negative = inhibition, hits mostly inhibitors; 60,000 tested, 0.1% active;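 further: potency means the concentration at half of the fitted maximal effect; nearly all actives have a fitted effect of over 60% in size; plate controls were DMSO for no effect and NEM full inhibition control for full effect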
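Inhibition is measured in a cell-free coupled assay with 20 nM USP2 core, 20 nM Ub-PLA2 and 20 uM NBD C6-HPC, 2.5 h incubation. Activity normalized to NEM control.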
15-hLO inh: 15-hLO (ALOX15) enzyme inhibition. P16050. purified 15hLO-1, xylenol orange hydroperoxide absorbance. Potency, µM (top dose mostly 57.1 µM), inactives show at the highest dose activity change, negative = inhibition, most hits filed as inhibitors. 74,000 tested, 1.4% active; further: potency means the concentration at half of the fitted maximal effect; on the % scale 0 is the no-effect control and ±100 the full control effect; nearly all actives have a fitted effect of over 55% in size
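Purified human 15hLO-1 (40 nM) in 25 mM Hepes pH 7.5, 0.01% Triton X-100, preincubated 15 min RT with compound, then 50 uM arachidonic acid for 6 min. Hydroperoxide read by ferrous/xylenol orange, 30 min; 573/405 nm absorbance ratio gave progress.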
Caspase-7 inhib: caspase-7 (human) inhibition, allosteric or competitive; P55210; recombinant caspase-7, Ac-DEVD-AFC fluorescence rate; Potency, µM (titrated, usually from 57.5 µM), without a hit: at the top dose activity change, negative = inhibition, most hits filed as inhibitors; 75,000 tested, 0.02% active; AID 889; active means well fitted inhibition curve with a large enough effect in the main read-out, with a control signal flat, not every such curve was filed as active; inconclusive means small, poorly fitted or top-dose-only effect, or a change in a side signal; further: potency means the concentration at half of the fitted maximal effect; % of control where 0% means no effect
Target sequence (P55210 24-198 limits assumed): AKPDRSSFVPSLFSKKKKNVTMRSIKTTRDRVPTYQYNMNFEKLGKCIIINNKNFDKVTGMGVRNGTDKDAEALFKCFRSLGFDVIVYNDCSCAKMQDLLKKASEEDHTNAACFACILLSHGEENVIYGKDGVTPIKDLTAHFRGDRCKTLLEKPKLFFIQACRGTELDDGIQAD
Target sequence (P55210 207-303 limits assumed): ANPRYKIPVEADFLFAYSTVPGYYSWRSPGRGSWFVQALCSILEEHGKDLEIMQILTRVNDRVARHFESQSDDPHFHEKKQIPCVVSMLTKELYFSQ
* = called active by the depositor; i = inactive; ? = inconclusive; / = no result given; [ ] = dose if it differs, or a comment. Unless noted, the call rests on the fitted dose curve; in most records, active means well fitted curve in the direction sought with a large enough effect; inconclusive means small, poorly fitted or top-dose-only effect, or another doubt; inactive means no such curve, though single readings can be large; an effect the other way counts as inactive or inconclusive. A portion of the library. The share of hits here may be higher or lower than overall.

SMILES | Casp1 inh | Rhodamine fluor | Pol III holo inh | HADH2 inh | Tau fil binding | BRCT PPI green | HEK293 cAMP cs | BRCT inh red | USP2a inh | 15-hLO inh | Caspase-7 inhib
COCCNC(=O)CN(CC1CCCO1)C(=O)CCC(=O)Nc1ccccn1 (stereo not drawn) | 1% | i | -6% | -4% | -11% | -1.7% | 8% | 0.4% | 4% | 3% | 1%
O=C1NCCN1C(=O)c1ccco1 | 2% | i | -3% | -6% | 5% | -0.5% | 21% | 0.9% | 0% | 2% | 0%
COCCn1c(=O)cnc2cnc(OC)nc21 | -5% | i | -7% | -12% | 50% | -1.3% | 11%[2.29 µM] | 0.3% | 11% | 9% | -8%
CCOc1cc(-c2c(C#N)c(N)nc3c2CCCC3)ccc1O | -3% | i | -6% | -11% | 6% | -0.5% | ? | -1.0% | -15% | -9% | 0%
CS(=O)(=O)N1CCC[C@@]2(CCN(Cc3ccccc3)C2)C1 | -2% | i | -8% | 5% | -4% | -6.0% | ? | -1.0% | 6% | 6% | -2%
Cc1nnc(SCc2ccccc2F)n1NCc1cccs1 | 1% | i | 1% | 7% | -5% | -2.2% | 6% | -1.2% | -8% | 1% | -3%
N#Cc1c(N)oc(-c2ccccc2)c1-c1ccccc1 | 1% | i | -4% | ? | -13% | -1.9% | -5% | 0.4% | -21% | ? | 1%[0.00368 µM]
COCCCNC(=O)CCc1nc(-c2ccccc2Cl)no1 | 1% | i | 1% | 11% | 10% | -0.7% | 12% | -1.2% | 0% | -8% | 1%
COc1ccc(-c2nn3cnnc3s2)cc1OC | 3% | i | -6% | 5% | 5% | -0.1% | 0% | -2.2% | 7% | 12% | 1%
COCCOC(=O)c1c(C)oc2ccc(OCC=C(C)C)cc12 | -5% | / | / | 0% | / | -1.5% | ? | 2.4% | / | -8% | -3%
CC1CN(S(=O)(=O)c2ccc(NC(=O)c3cc(-c4ccccc4O)n[nH]3)cc2)CC(C)O1 (stereo not drawn) | -3% | i | 6% | 27% | 300% | -0.4% | 2% | 0.6% | 38%[activator] | ? | -4%
O=C(CSc1nnc(Cc2cc(=O)[nH]c(=O)[nH]2)n1-c1ccccc1)N1CCCc2ccccc21 | 3% | i | -1% | 6% | -13% | -2.0% | 10% | -3.2% | -4% | -8% | 1%
CC1=NC(C(F)(F)F)(C(F)(F)F)C2=C(CC(C)(C)CC2=O)N1Cc1ccco1 | -2% | i | -5% | 1% | 2% | -1.1% | 26% | 0.4% | -1% | -4% | 0%
COc1cc(NC(=O)Nc2cccc(Cl)c2)c(OC)cc1NC(=O)CN1CCCCC1 | -2% | i | -6% | 20% | 241% | -3.2% | -1% | -2.2% | -3% | 3% | 0%
CC1(O)CC2C(CC1O)C2(C)C (stereo not drawn) | 0% | / | / | / | / | -1.1% | / | 1.4% | -11% | -2% | -3%
COc1cccc(C(=O)Nc2nc(-c3ccc(S(=O)(=O)N4CCOCC4)cc3)cs2)c1 | -1% | i | 4% | ? | 106% | -1.0% | ? | -0.1% | 46%[activator] | -9% | 0%
CS(=O)(=O)N1CCc2cc(C(=O)N3CCOCC3)ccc21 | -1% | i | 2% | 5% | 6% | -1.5% | 13% | -0.8% | -1% | 15% | -3%
O=C(NCc1ccccc1F)C1CCCN1C(=O)NCc1ccccc1 (stereo not drawn) | 1% | i | -4% | 8% | 4% | -2.6% | 3% | -1.0% | 9% | 7% | -1%
N#C/C(=C(/O)CN1CCOCC1)c1nc2ccccc2s1 | 0% | i | -4% | -13% | -16% | 0.6% | 2% | -0.5% | -7% | -1% | 0%
CCOc1ccc(N2CC(C(=O)NCCc3ccc(OC)c(OC)c3)CC2=O)cc1 (stereo not drawn) | -2% | i | 1% | 11% | 1% | -0.1% | 2% | -0.3% | 7% | 2% | 0%
Clc1ccc(Br)cc1-c1nc(-c2cccnc2)no1 | 1% | i | -2% | 7% | 9% | -4.0% | 4% | -0.3% | -1% | 2% | 1%
CCCC(=O)Nc1ccccc1NC(=O)C1CCCCC1 | 0% | i | -5% | -6% | -7% | -1.2% | 12% | 1.0% | 1% | 3% | 0%
C[N+]12CCC(CC1)C(OC(=O)C(O)(c1ccccc1)c1ccccc1)C2 (stereo not drawn) | 2% | i | / | / | / | -1.0%[3.08 µM] | / | 1.9% | 5% | -7% | -1%
Cc1ccc(-c2nnc(N3CCN(c4ccccn4)CC3)c3ccccc23)cc1 | -2% | i | 4% | ? | -7% | -5.6% | -5% | 0.1% | -1% | -18% | 0%
O=C(c1ccco1)N1CCN(C(=O)C(Cc2ccccc2)NS(=O)(=O)c2cccs2)CC1 (stereo not drawn) | 0% | i | -2% | 9% | 4% | 2.0% | 12% | -0.8% | 42%[activator] | -23% | -10%
Cc1nn(C(=O)CCCC(=O)n2nc(C)c(Cl)c2C)c(C)c1Cl | 0% | i | -4% | 9% | 0% | -1.9% | 25% | 0.8% | 0% | 8% | 0%
COc1ccc(S(=O)(=O)N(CCCN2CCCC2=O)Cc2cc3c(C)cc(C)cc3[nH]c2=O)cc1 | -3% | i | -4% | i | 26% | 5.4% | 2% | -2.0% | 225%[activator] | -8% | -1%
COc1cccc(-c2cncnc2NCc2cnc(C)cn2)c1 | -2% | i | -2% | ? | -8% | -1.8% | 7% | 0.1% | -1% | -2% | -7%
Cc1nn(-c2ccccc2)c2sc(C(=O)OC3CCOC3=O)cc12 (stereo not drawn) | -4% | i | -6% | ? | -5% | 1.8% | 15% | -0.8% | 17% | 4% | -3%
CCCc1nnc(SCc2ccc(OC)cc2)n1N | -2% | i | 12% | 32µM* | -15% | 5.5% | ? | 0.3% | -19% | -12% | -2%
CCOc1ccc(S(=O)(=O)N2CCc3ccccc3C2)cc1 | -3% | i | 3% | -5% | 2% | 0.0% | 22% | -1.6% | -16% | -10% | -7%
COc1ccc(C(=O)Nc2cccc(C(C)=O)c2)cc1S(=O)(=O)N1CCOCC1 | -2% | / | -7%[11.4 µM] | 7%[11.4 µM] | 8%[11.4 µM] | 1.1% | 2%[11.4 µM] | -2.1% | 11%[7.66 µM] | 10%[11.4 µM] | 1%
CC(C)C12CN3CC(C(C)C)(CN(C1)C3c1ccccc1O)C2=O (stereo not drawn) | 0% | / | 6%[11.4 µM] | 6%[11.4 µM] | -9%[11.4 µM] | 0.3% | ? | -0.2% | -6%[7.66 µM] | -4%[11.4 µM] | 1%
O=c1c2ccccc2[nH]c(=S)n1Cc1cccnc1 | -1% | / | -4%[11.4 µM] | -29%[11.4 µM] | 0%[11.4 µM] | 0.4% | -7%[11.4 µM] | 0.2% | 6%[7.66 µM] | -4%[11.4 µM] | -1%
CCC(=O)c1ccc(OCCSc2ncccn2)cc1 | 1% | i | 0% | 0% | 7% | -0.3% | 11% | 0.1% | 4% | -5% | 0%
O=C(/C=C/Nc1ccc(F)cc1)c1ccco1 | -13% | i | -7% | -11% | -6% | 0.1% | 1% | 0.5% | 3% | -5% | -14%
Cc1cccc2cc(CN(Cc3nnnn3Cc3ccco3)C3CCCC3)c3nnnn3c12 | -1% | i | -1% | 8% | 63% | 1.4% | 10µM* | -2.3% | 11% | -4% | -3%
O=C(O)CNC(=O)c1ccccc1F | 0% | i | -4% | -5% | -11% | -1.4% | 1% | 1.5% | -2% | 12% | 2%
Cn1c(=O)[nH]c(=O)c2c1nc(N1CCCC1)n2CC(O)COc1ccccc1 (stereo not drawn) | 1% | / | -5% | 6% | -20% | -3.4% | 1% | 0.0% | / | 16% | 0%
Cc1cc(Cl)ccc1OC(C)C(=O)Nc1ccccc1N1CCOCC1 (stereo not drawn) | 2% | i | 4% | -1% | ? | 0.6% | 25µM* | 0.3% | -6% | -22% | -1%
O=C1C2C3C=CC(C3)C2C(=O)N1Cc1ccccc1 (stereo not drawn) | -2% | i | -8% | -3% | 40% | 2.2% | ? | 2.6% | 4% | -14% | -2%
CC(=O)Nc1ccc(N2CCN(C(C)=O)CC2)cc1 | 4% | i | -4% | -12% | -2% | -1.8% | 22% | 0.0% | -1% | 1% | -1%
